# Assay outcomes as filed in PubChem BioAssay.
# BCR signal inh = qHTS Assay to Find Inhibitors of Chronic Active B-Cell Receptor Signaling; 0.05% of 340,000 active; ABC-DLBCL IkBa-CBG/CBR reporter, luminescence ratio, 4 h; Potency, µM (top dose mostly 46.1 µM), inactives show at the top dose ratio change, negative = lower green/red ratio, usual class: inhibitors; active means well fitted inhibition curve with a large enough effect in the signal ratio, with a control signal flat, not every such curve was filed as active; inconclusive means small, poorly fitted or top-dose-only effect, or effect the other way, or a change in a side signal; the % refers to the signal ratio;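 further: potency means the concentration at half of the fitted maximal effect; plate controls were basal doxycycline-induced cells for no effect and cells given 10 µM MG132 for full effect; MG132 reads +100%, hits lower the ratio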
#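 Cell line TMD8 (human ABC DLBCL), stably expressing tet-inducible CBG68-IkBa fusion and CBR; IMDM/0.5% FBS; cpd up to 46 uM; dox induction, 4 h, 37C/5% CO2; dual luminescence; green/red ratio; MG132 control.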
# TSG101-PTAP inh = qHTS Assay for Iinhibitors of HIV-1 Budding by Blocking the Interaction of PTAP/TSG101. Fluorescence polarization, FITC-PTAP peptide / Tsg101 binding. Tumor susceptibility gene 101 protein (Homo sapiens), Q99816. Potency, µM (top dose mostly 115 µM), for the others: top-dose activity change, negative = inhibition, usual class: inhibitors. AID 493005, 2010. 340,000 tested, under 10 active; active means well fitted inhibition curve with a large enough effect in the main read-out, with a control signal flat, not every such curve was filed as active; inconclusive means small, poorly fitted or top-dose-only effect, or effect the other way, or a change in a side signal; inactive means no such curve, though single readings can be large or run the other way; further: potency means the concentration at half of the fitted maximal effect; % of control where 0% means no effect
#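 Steps: Tsg101 binding domain dispensed (10 uM final), compounds pinned in DMSO, FITC-labeled PTAP-motif peptide added (50 nM final); after 20 min binding at room temperature, polarization measured.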
# a7 integrin act = qHTS for Activators of Integrin-Mediated Alleviation for Muscular Dystrophy | alpha7betagal myoblasts, beta-gal FDG fluorescence, 48 h | 0.064% of 350,000 active | Potency, µM (top dose mostly 38.3 µM), without a hit: at the top dose activation, actives largely listed as activators;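 further: potency means the concentration at half of the fitted maximal effect; 100% = response of the positive control SU9516; nearly all actives have a fitted effect of over 60% in size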
#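 Alpha7betagal+/- myoblasts (passage 13) were plated 16-24 hr, then exposed to compounds (1:260 dilution of DMSO stock) for 48 hours at 37C. After MPER lysis, β-galactosidase reporter activity was read as FDG fluorescence (ex 480/em 540) after 30 minutes.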
# Menin MLL FP TR = qHTS Assay for Inhibitors Targeting the Menin-MLL Interaction in MLL Related Leukemias: Competition With Texas Red Labeled MLL-derived Mutant Peptide; O00255; Menin + Texas Red MLL mutant peptide, fluorescence polarization; Potency, µM (highest dose often 61.6 µM), without a hit: top-dose FP activity change, negative = inhibition, usual class: inhibitors; 0.23% of 270,000 active; AID 1768, 2009; active means well fitted inhibition curve with a large enough effect in the polarisation, with a control signal flat, not every such curve was filed as active; inconclusive means small, poorly fitted or top-dose-only effect, or effect the other way, or a change in a side signal; inactive means no such curve, though single readings can be large or run the other way; the % refers to the polarisation; further: potency means the concentration at half of the fitted maximal effect; % of control where 0% means no effect; many of its hits are not listed in these tables
# GALK inh = qHTS Assay for Inhibitors of Human Galactokinase (GALK). P51570. Purified GALK, Kinase-Glo residual ATP luminescence. Potency, µM (titrated, usually from 57.5 µM), for the others: top-dose activity change, negative = inhibition, actives largely listed as inhibitors. 0.007% of 270,000 active. AID 1868, 2009; further: potency means the concentration at half of the fitted maximal effect; on the % scale 0 is the no-effect control and ±100 the full control effect
#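 Galactose (100 uM) and ATP (35 uM) were turned over by 5 nM GALK for 1 h at RT. Kinase-Glo Plus then converted the remaining ATP into a luminescent signal.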
# PKM2 act = qHTS Assay for Activators of Human Muscle isoform 2 Pyruvate Kinase; purified PKM2, Kinase-Glo ATP luminescence, activation; response scale: 0% is enzyme alone, no compound; Pyruvate kinase PKM (Homo sapiens), P14618; 0.34% of 260,000 active; AID 1631, 2009; Potency, µM (top dose mostly 57.5 µM), for inactives: top-dose activation, most hits filed as activators; further: potency means the concentration at half of the fitted maximal effect; on the % scale 0 is the no-effect control and ±100 the full control effect; nearly all actives have a fitted effect of over 55% in size
# Target sequence (P14618 whole entry, looked up, canonical isoform): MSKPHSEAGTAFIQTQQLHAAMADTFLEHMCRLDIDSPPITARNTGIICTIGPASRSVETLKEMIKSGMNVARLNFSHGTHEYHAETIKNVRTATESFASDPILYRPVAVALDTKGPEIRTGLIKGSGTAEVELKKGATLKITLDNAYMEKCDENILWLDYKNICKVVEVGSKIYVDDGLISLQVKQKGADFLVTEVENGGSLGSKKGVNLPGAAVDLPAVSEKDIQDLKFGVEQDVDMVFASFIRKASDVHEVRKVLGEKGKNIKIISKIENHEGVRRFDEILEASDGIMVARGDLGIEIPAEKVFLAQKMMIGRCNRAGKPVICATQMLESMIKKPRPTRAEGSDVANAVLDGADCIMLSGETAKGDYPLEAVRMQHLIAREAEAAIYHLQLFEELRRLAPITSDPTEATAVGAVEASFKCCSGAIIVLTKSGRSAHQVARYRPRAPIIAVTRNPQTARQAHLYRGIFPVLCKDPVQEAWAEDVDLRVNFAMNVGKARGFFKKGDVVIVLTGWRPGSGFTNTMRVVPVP
#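 Kinase-Glo luminescence reports ATP generated from ADP (0.1 mM) and PEP (0.5 mM) by purified hPK-M2 after 1 h at room temperature, pH 7.2 imidazole buffer; intermediate enzyme activity allows detecting inhibitors and activators.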
# ASM inhibitor = Inhibitors of Secretory Acid Sphingomyelinase (S-ASM): qHTS. Sphingomyelin phosphodiesterase (Homo sapiens), P17405. placental ASM, HMU-PC fluorogenic substrate, 60 min. Potency, µM (series often up to 57.5 µM), for inactives: at the highest dose activity change, negative = inhibition, hits mostly inhibitors. 0.006% of 340,000 active. AID 504937, 2011; further: potency means the concentration at half of the fitted maximal effect
#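 Steps: dispense placental human ASM, pin compound, wait 10 min at room temperature, add HMU-PC0 substrate at 9 uM final, incubate 60 min at 37 °C, add stop solution raising pH to 10, read fluorescence.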
# Tb PFK block = qHTS Assay to Find Inhibitors of T. brucei phosphofructokinase | T. brucei PFK, ADP-Glo luminescence | Potency, µM (series often up to 57.5 µM), for the others: at the highest dose activity, negative = inhibition, usual class: inhibitors | 0.17% of 330,000 active | AID 485367, 2010;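 further: potency means the concentration at half of the fitted maximal effect; 0% = uninhibited 1x PFK enzyme wells and -100% = no-enzyme wells; nearly all actives have a fitted effect of over 60% in size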
# Target sequence (O15648 whole entry, looked up): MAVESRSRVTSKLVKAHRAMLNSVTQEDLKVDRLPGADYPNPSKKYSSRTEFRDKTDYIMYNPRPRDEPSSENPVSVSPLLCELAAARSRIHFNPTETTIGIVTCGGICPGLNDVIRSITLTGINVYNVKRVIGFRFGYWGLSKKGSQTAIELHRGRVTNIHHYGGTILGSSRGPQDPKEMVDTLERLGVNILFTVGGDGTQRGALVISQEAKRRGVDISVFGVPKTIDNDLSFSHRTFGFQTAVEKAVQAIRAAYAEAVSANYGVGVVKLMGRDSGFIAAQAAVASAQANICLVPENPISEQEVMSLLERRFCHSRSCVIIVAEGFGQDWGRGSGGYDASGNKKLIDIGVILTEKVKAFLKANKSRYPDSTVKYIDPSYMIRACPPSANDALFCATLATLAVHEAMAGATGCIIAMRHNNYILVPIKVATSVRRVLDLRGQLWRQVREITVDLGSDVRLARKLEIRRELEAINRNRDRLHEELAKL
#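 1.25 nM PFK with 0.5 mM F6P and 0.1 mM ATP in 0.1 M TEA pH 8.0, 5 mM MgCl2, incubated 45 min at room temperature; ADP measured by ADP-Glo luminescence; compounds titrated up to 57 uM.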
# Coupling enz = qHTS Assay for Inhibitors of Fructose-1,6-bisphosphate Aldolase from Giardia Lamblia: Coupling assay counterscreen; coupling enzyme system counterscreen, AmpLite Red fluorescence; activity change, negative = inhibition, % at 58.2 µM, hits read low; 0.67% of 290,000 active; AID 2472, 2010; in the data active means activity change below about -30%; further: on the % scale 0 is the no-effect control and ±100 the full control effect
#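 Coupling enzymes only (glyceraldehyde-3-phosphate) + compound, at 57.5 uM final, 10 min RT; add substrate/coupling/AmpLite Red mix, 20 min RT; fluorescence ex 525/em 598 nm. Actives flag coupling-system interference.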
# B2AR arrestin = qHTS assay of beta-arrestin-biased ligands of beta2-adrenergic receptor; AID 492947, 2010; Potency, µM (series often up to 46.1 µM), for inactives: at the highest dose activation, hits mostly activators; 0.02% of 330,000 active; Beta-2 adrenergic receptor (Homo sapiens), P07550; beta-arrestin recruitment to beta2AR, cell-based reporter;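 further: potency means the concentration at half of the fitted maximal effect; 0% = DMSO controls and full agonism = EC100 isoproterenol or metaproterenol; nearly all actives have a fitted effect of over 65% in size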
# Giardia killer = Small Molecules that selectively kill Giardia lamblia: qHTS; Giardia lamblia trophozoite viability; activity change, % at 7.66 µM, hits read low; 0.15% of 340,000 active; in the data active means activity change below about -80%; inconclusive means between about -30% and that limit;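 further: parasites exposed to compound for two days anaerobically before the ATP read; on the % scale 0 is the no-effect control and ±100 the full control effect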
#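 Luminescent ATP signal served as the viability read-out, measured 15-30 min after adding ATP detection reagent to trophozoites that had been incubated with compounds for 48 hrs at 37 deg C anaerobically at 100 cells/well.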
# An asterisk follows results filed as active; i = inactive; ? = inconclusive; nt = not tested or not shown; [ ] = another dose, or the depositor's remark. Unless noted, the call rests on the fitted dose curve; in most records, active means well fitted curve in the direction sought with a large enough effect; inconclusive means small, poorly fitted or top-dose-only effect, or another doubt; inactive means no such curve, though single readings can be large; an effect the other way counts as inactive or inconclusive. An excerpt; rates above refer to the full screens.
SMILES,BCR signal inh,TSG101-PTAP inh,a7 integrin act,Menin MLL FP TR,GALK inh,PKM2 act,ASM inhibitor,Tb PFK block,Coupling enz,B2AR arrestin,Giardia killer
O=C(C1CCN(S(=O)(=O)c2ccc(F)cc2)CC1)N1CCCC(C(F)(F)F)C1 (centres undefined),-2.3%,-2.7%,8.3%,nt,nt,nt,nt,-8.6%,nt,-0.3%,-6.8
FC(F)(F)c1cccc(Cn2c3[n+](c4ccc(C(F)(F)F)cc42)CCCCC3)c1,-8.2%,-0.6%,-18.8%,-9.8%,-0.5%,4.1%,-5.4%,5.7%,2.1,-0.5%,15.5
CCOc1ccc(S(=O)(=O)N2CCOCC2)cc1NC(=O)c1ccc(N2CCCC2=O)cc1,5.8%,0.9%,3.3%,nt,nt,nt,-2.2%,0.0%,nt,-0.4%,11.5
CCc1c(-c2ccccc2)nc2nc(C)c(C)nn12,?,-8.2%,15.4%,-5.1%,3.2%,2.8%,nt,1.3%,-0.8,-0.4%,0.6
CCOC(=O)C1=C(C)NC(C)=C(C(=O)OCC)C1C(=O)OCC(=O)N1CCCCC1C (centres undefined),-2.1%,-7.2%,0.0%,nt,nt,nt,37.9%[activator],-1.9%,nt,-2.2%,-6.4
Cc1cc2nc3n(c2cc1C)CCCN3,-0.1%,-3.0%,20.8%,-5.3%,-0.2%,0.2%[11.5 µM],-2.8%,-1.1%,0.8,0.0%,30.0
C#CC[N+]1(CC#Cc2ccccc2)CCOCC1,-9.2%,-0.6%,-7.9%,0.9%,1.8%,-1.1%,14.7%,-0.2%,-3.0,-3.3%,8.6
O=C(Nc1cnccn1)c1ccc(F)cc1Cl,-2.4%,-5.8%,?,-8.1%,-0.1%,3.8%,1.3%,1.0%,-0.2,-0.3%,-1.5
CC(C)CCNC(=S)Nc1ccc([N+](=O)[O-])cc1,?,0.1%,-45.9%[inhibitor],?,2.5%,1.6%,-3.4%,0.2%,-1.2,-1.5%,12.8
CC1CCCCN1CCNS(=O)(=O)c1ccc2c(c1)oc(=O)n2C (centres undefined),4.4%,-1.2%,2.8%,9.7%,-3.2%,-1.1%,1.9%,9.3%,-1.0,0.0%,-6.9
COc1cc(OC)cc(C(=O)NC(C(=O)N2CCC2)C(C)C)c1 (centres undefined),6.6%,-7.8%,10.2%,nt,nt,nt,6.1%,-0.6%,nt,-0.6%,-14.8
N/C(=N\OS(=O)(=O)c1ccc(Cl)cc1)c1ccccn1,-9.8%,-1.4%,-45.1%[inhibitor],8.4%,-1.9%,1.5%,0.8%,-2.2%,0.4,-0.2%,3.1
Cc1nnsc1C(=O)NNc1ccc(C(C)C)cc1,3.8%,-2.6%,-18.0%,nt,nt,-35.6%,-2.8%,-1.8%,0.9,0.1%,3.8
CCOC(=O)c1c(C)nc2sc3c(=O)n(-c4ccc(C)cc4)cnc3c2c1-c1ccc(OC)cc1,-3.9%,-4.0%,26.0%,?,2.4%,-6.2%,-2.8%,0.6%,-9.0,0.4%,-4.3
CCCCn1c(NC(C)=O)c(C#N)c2nc3ccccc3nc21,?,1.8%,-5.0%,?,-0.4%,16.4%,i,10.4%,-58.7*,-0.2%,-4.3
CCCCSc1nc(C)[nH]c1[N+](=O)[O-],-7.7%,-2.9%,2.9%,-4.3%,0.7%,4.9%,-3.8%,0.3%,0.0,0.0%,-4.9
Cc1ccc(C(=O)NCCCNC(=O)c2ccccc2C)cn1,-0.6%,-1.7%,11.2%,4.8%,1.1%,6.1%,-1.1%,1.1%,0.1,-0.4%,17.2
O=C(NC1CCCCC1)/C(=N\O)c1ccccn1,?,0.5%,4.3%,4.1%,5.2%,0.1%,0.4%,-8.3%,4.2,0.1%,0.6
Cn1cc(Cl)c(C(=O)NNC(=S)NCc2ccco2)n1,0.3%,-7.3%,?,-0.2%,7.7%,-1.6%,-1.5%,-0.2%,1.0,0.1%,-0.5
CCOC(=O)C1CCCN(CC(O)COc2ccccc2C(C)=O)C1 (centres undefined),6.5%,0.2%,-2.8%[7.66 µM],-8.5%,0.8%,9.9%,5.5%,-1.9%,1.2,0.2%,1.2
CN(CC(=O)N1CCCCC1)S(=O)(=O)c1ccc(Cl)cc1,-3.7%,-2.3%,?,-11.4%,3.8%,-5.7%,1.7%,-3.2%,-2.5,-0.2%,5.1
COc1ccc2oc(C(=O)N3CCN(C/C=C/c4ccccc4)CC3)c(C)c2c1,?,-5.8%,6.8%,nt,nt,nt,-1.2%,0.2%,nt,-0.8%,-2.3
COc1ccc(Cl)cc1NC(=O)c1oc(C)nc1C,-11.8%,-4.1%,-16.4%,15.7%,2.6%,-8.4%,-1.9%,-11.8%,5.4,-0.1%,0.4
O=C(Nc1ccc(F)cc1)Nc1cccnc1Cl,?,-0.6%,2.9%,18.6%,nt,nt,-0.4%,-16.6%,1.1,-0.3%,7.2
Cc1[nH]n(-c2ccccc2)c(=O)c1C(C[N+](=O)[O-])c1ccc(Br)cc1 (centres undefined),13.5%,-2.5%,-34.1%,?,-2.2%,-0.4%,-2.4%,-2.8%,-13.5,-0.1%,-6.6
C(=N\n1cnnc1)/c1cn(-c2cccs2)nc1-c1ccccc1,2.0%,-4.2%,-25.3%,-8.5%,7.6%,5.5%,-0.8%,1.9%,3.5,0.1%,6.9
CCC(Sc1ccc2nnc(-c3ccc(F)cc3)n2n1)C(=O)OC (centres undefined),8.4%,-5.5%,16.0%,-9.7%,-1.0%,-1.8%,5.5%,-3.8%,3.0,-0.2%,21.7
Cn1cc(-c2ccno2)c(C(=O)O)n1,-1.0%,-0.4%,-5.7%,-12.9%,1.5%,nt,5.8%,1.0%,1.0,0.5%,-2.2
Cc1ccc(NC(=O)c2cc([N+](=O)[O-])ccc2Cl)c(O)c1,-4.6%,-2.6%,2.6%,14.8%,-2.2%,-0.1%,-0.1%,0.1%,-2.0,0.0%,-14.3
CCN(Cc1ccccc1)C(=O)c1c(-c2ccccc2Cl)noc1C,13.9%,2.4%,22.8%,-9.4%,nt,0.5%,-2.3%,-1.3%,0.1,-0.3%,-4.0
Cc1ccc(C(=O)C2CCN(CC(=O)NC3CCCCC3)CC2)cc1,?,0.1%,0.0%,-5.9%,6.2%,-6.2%,2.1%,-2.8%,3.3,0.1%,-12.8
O=C(O)c1cccc(S(=O)(=O)N(Cc2ccccc2)c2ccccc2Cl)c1,1.2%,-7.9%,11.4%,14.8%,2.1%,nt,2.0%,-1.2%,14.2,-0.3%,?
COc1ccccc1N1CCN(C(=O)CSc2nc(C)c(C)c(=O)[nH]2)CC1,?,1.7%,?,-7.5%,-1.2%,3.7%,3.2%,2.4%,3.7,-0.8%,-11.9
OCCN(Cc1ccccc1)Cc1cccc(C(F)(F)F)c1,nt,-6.2%,-19.2%,?,-2.0%,-0.5%,2.3%,nt,-0.7,nt,5.6
COCC(=O)OC/C(O)=C(\C#N)c1nc2ccccc2[nH]1,?,0.7%,-62.5%[inhibitor],nt,-0.4%,-7.2%,6.8%,-5.4%,-13.2,4.8%,-4.4
O=C(c1cccc(S(=O)(=O)N2CCN(c3ccccc3)CC2)c1)N1CCN(c2ccccc2O)CC1,-0.6%,-7.1%,2.0%,nt,nt,nt,-0.1%,-6.4%,nt,-0.3%,0.2
Cc1cccc(NC(=O)NC2CCCc3ccccc32)c1 (centres undefined),?,-4.3%,17.7%,1.7%,-7.0%,-1.3%,-1.5%,0.8%,-4.9,-0.5%,-8.1
